NPYLR7 ag – agonists of mosquito NPYLR7 receptor, primary screen, cell-based, Aedes aegypti, calcium fluorescence, mosquito biting behavior; activation, % at 10 µM; Aedes aegypti neuropeptide Y-like receptor 7 (NPYLR7); 270,000 tested, 0.15% active; HEK293T NPYLR7/Galpha15, GCaMP6s calcium fluorescence; in the data active = activation above about 40%;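 note: 0% = vehicle and 100% = reference agonist at the receptor; some compounds past the cut are filed as inactive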
hcGAS lum – Primary biochemical luminescence assay for human cyclic GMP-AMP synthase inhibitors; Q8N884; 290,000 tested, 0.081% active; recombinant h-cGAS, ATP depletion, Kinase-Glo luminescence; AID 1259398, 2018; inhibition, % at 12.5 µM;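 note: 0% = vehicle reaction and 100% = reaction without DNA for no activity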
Target sequence (Q8N884 whole entry, looked up): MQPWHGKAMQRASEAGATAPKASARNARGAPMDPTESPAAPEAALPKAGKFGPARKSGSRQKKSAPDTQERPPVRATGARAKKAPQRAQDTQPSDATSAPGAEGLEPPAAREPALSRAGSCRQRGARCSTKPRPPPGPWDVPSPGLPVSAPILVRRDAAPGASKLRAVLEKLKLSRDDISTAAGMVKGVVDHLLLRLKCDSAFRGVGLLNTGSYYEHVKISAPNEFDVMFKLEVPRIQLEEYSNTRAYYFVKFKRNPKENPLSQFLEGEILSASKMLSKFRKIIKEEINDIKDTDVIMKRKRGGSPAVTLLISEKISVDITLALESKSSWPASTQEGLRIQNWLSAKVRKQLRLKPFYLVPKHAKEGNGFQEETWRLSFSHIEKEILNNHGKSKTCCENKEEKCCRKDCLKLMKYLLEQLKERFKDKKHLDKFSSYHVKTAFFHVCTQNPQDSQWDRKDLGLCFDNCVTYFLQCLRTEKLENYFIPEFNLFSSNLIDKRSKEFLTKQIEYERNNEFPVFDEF
mcGAS lum – cyclic GMP-AMP synthase inhibitors, mouse, primary biochemical chemiluminescence; Q8C6L5; recombinant cGAS, Kinase-Glo ATP depletion luminescence; AID 1259399, 2018; inhibition, % at 12.5 µM; 160,000 tested, 0.15% active;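 note: 0% = negative control wells and 100% = reference inhibitor with no enzyme activity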
* = called active by the depositor; . = not tested or not shown; & = joins results of further samples. Cut-off read from the data, not from the text of the source, unless noted: active = inhibition above about 40%; inactive = the rest. No enrichment for hits; overall some 0.29% were active at least once.

mol | NPYLR7 ag | hcGAS lum | mcGAS lum
COc1ccc(N=Cc2nc(-c3ccco3)oc2O)cc1 | -7 | -3 | -4
COc1cnc(-c2cccc(C(F)(F)F)c2)c(NC(=O)c2cc3ccccc3s2)n1 | 23 | -2 | -4
O=C(CCc1ccc(Cl)cc1)Nc1c[nH]ccc1=O | 1 | -12 | -8
CCN(CC(=O)NC1CCS(=O)(=O)C1)C(=O)c1ccc2c(c1)CCC2 (stereo unspecified) | 9 | -9 | -5
CC1(C)O[C@@H]2C[C@@](OCc3ccc(C#N)cc3)(C(=O)NCCN3CCOCC3)CC(OCC3CC3)[C@@H]2O1 (stereo partly specified) | 4 | -11 | -6
CCC(=O)Nc1cccc(NC(=O)c2ccccc2C)c1C | 3 | -9 | .
O=[N+]([O-])c1ccc(-c2nc(C=C3C=Nc4ccccc43)c(O)o2)cc1 | -15 | 1 | 0
CN(Cc1ccccc1)C(=O)CCNC(=O)CNC(=O)CC(C)(C)C | 10 | -5 | .
COc1ccccc1NC(=O)N(Cc1ccc(F)cc1)Cc1cc(Cl)ccc1OS(=O)(=O)c1ccc(F)cc1 | . | -8 | -5
CC(=O)N(Cc1nccn1Cc1ccc(C(F)(F)F)cc1)C(C)C | -2 | 2 | .
CCN(CC)c1ncccc1CNC(=O)C1CCc2ccccc21 (stereo unspecified) | 1 | -3 | -19
CCC(C(=O)N(CC(=O)N1c2ccccc2-n2cccc2C1c1cc(OC)ccc1OC)C(C)C)c1ccccc1 (stereo unspecified) | 5 | -4 | -4
Oc1ccccc1CN(Cc1nnnn1C1CC1)C1CCCCC1 | 2 | -1 | .
CCOC(=O)c1c(NC=C2CCCCC2=O)sc2c1CCCC2 | -13 | -3 | .
COc1ccc(-c2nc3ccc(Br)cn3c2NC(C)(C)C)cc1 | 7 | -5 | -5
COc1ccc(-c2csc(NC(=O)CCl)n2)c(O)c1 | 6 | -3 | 60*
OCCNC/C=C/c1c(F)c(F)c(F)c(F)c1F | 2 | -2 | -6
COC(=O)Cn1c(=NC(=O)c2ccc3ncsc3c2)sc2ccccc21 | 0 | -9 | .
Nc1nccc(C2CCN(C(=O)CN3CCCCCC3)CC2)n1 | . | -17 | -6
C(=C\c1ccco1)/CNCC1Cc2ccccc2O1 (stereo unspecified) | 0 | -5 | .
O=C1C(Sc2ncc(-c3ccccc3)[nH]2)CCN1C1CCOCC1 (stereo unspecified) | -22 | -7 | .
O=C(/C=C/c1ccccc1)NCCNc1ccc(Nc2ccncc2)nn1 | 6 | -3 | .
O=C(O)C1(CCCc2ccccc2)CCN(Cc2cccnc2)CC1 | . | -5 | -12
Cc1nnc(SCc2cccnc2)c2c1cnn2-c1ccc(F)cc1 | -12 | -5 | -8
OCc1ccc(CN2CCCCC2CN2CCOCC2)o1 (stereo unspecified) | 2 | -7 | .
CCOC(=O)C1=C(CN2CCCC2c2cccn2C)NC(=O)NC1 (stereo unspecified) | 0 | -1 | .
CCc1cccc(Nc2c(C(=O)N3CCC(C)CC3)cnc3nc(C)ccc23)c1 | -5 | -2 | -3
CCCCCc1ccc(C(=O)N(CC(=O)N(Cc2cccn2Cc2ccc(F)cc2)C2CCCCC2)CC(C)C)cc1 | . | 1 | -4
CC1CCN(C(=O)C2CCCN(C(=O)CCNc3ncccn3)C2)CC1 (stereo unspecified) | 0 | 0 | .
c1ccc(C(CNc2nnnn2-c2ccccc2)N2CCCC2)cc1 (stereo unspecified) | 1 | -12 | .
CCNC(=O)N(Cc1ccc(F)cc1)Cc1ccccc1OS(C)(=O)=O | -2 | -7 | -6
CCOC(=O)c1c(C)[nH]c(C(=O)C(C)OC(=O)CCn2c(C)csc2=O)c1C (stereo unspecified) | 10 | -4 | -7
Fc1ccc2onc(C3CCN(Cc4cc5n(n4)CCNC5)CC3)c2c1 | -6 | -1 | .
Cc1nn(Cc2ccccc2Cl)c2sc(C(=O)NCCCN3CCOCC3)cc12 | 14 | -12 | .
Cc1ccc(-c2cnn3c(N4CCCC4)cc(C)nc23)cc1 | 4 | -9 | -7
CN1C(=O)C=C(Nc2ccccc2O)C1=O | 2 | 3 | .
CC(C(=O)N1CCC(c2ccccc2)CC1)c1cccc(C(=O)c2ccccc2)c1 (stereo unspecified) | -2 | -7 | -3
O=C1CCCN1c1ccc(CN2CC(=O)N(Cc3ccccc3)c3ccccc3S2(=O)=O)cc1 | -4 | -1 | -2
COc1ccccc1CC1CCN(C(=O)/C=C/c2cnn(C)c2)CC1 | 0 | -9 | .
CC1=CC[C@@H]2CN(c3cc(N4CCN(C)CC4)nc(N)n3)C[C@@H]2C1 | . | -9 | -14
CCN(CC)C(=O)c1cc(NC(=O)C(c2ccccc2)c2ccccc2)ccc1N1CCCCC1 | 15 | -3 | -3
Cc1cc(C(=O)N2CCN(CC(OCc3ccc(C#N)cc3)c3cccc(N4CCCC4)c3)CC2)n(C)n1 (stereo unspecified) | 4 | -8 | -9
Fc1ccc(Cn2ncc3c2CN(c2nc4ccccc4o2)C3)cc1 | 8 | 0 | .
O=C1CN(C(=O)NCCC2CCN(CC(F)(F)F)CC2)CCN1 | 2 | -1 | .
C=CCOC(=O)C1C(C)=Nc2nc(SCC(C)C)[nH]c(=O)c2C1c1ccc(Cl)cc1 (stereo unspecified) | 3 | -4 | -7
Cc1ccc(C2=NCN(c3ccc([N+](=O)[O-])cc3)C(=S)N2)cc1 | -3 | 0 | .
Cc1ccc(Cn2c(C)c(C(=O)NCc3ccco3)sc2=O)cc1 | 10 | -9 | .
COc1ccc([N+](=O)[O-])cc1N1C(=O)C2C3C=CC(C3=C(C)C)C2C1=O (stereo unspecified) | -1 | 1 | .
c1ccc(Cn2c(-c3ccccc3)cc3cnc(N4CCOCC4)cc32)cc1 | 3 | -5 | -6
C[C@H](NC(=O)Nc1ccccc1OC(F)F)C(=O)N1CCC(C(=O)N2CCCCC2)CC1 | 22 | -5 | -6
CCn1ccnc1CNCc1cn(-c2ccc(OC)cc2)nc1-c1ccccc1Cl | -1 | 13 | .
CCOC(=O)N1CCN(C(=O)c2cc(-c3ccccc3F)nc3cc(-c4ccccc4)nn23)CC1 | -12&14 | -8&-5 | -9&-6
O=C1CC(c2cc3ccc(F)cc3[nH]c2=O)c2cc3cn[nH]c3cc2N1 (stereo unspecified) | . | -12 | -13
Cc1cc(C(F)(F)F)nn1CC(=O)Nc1c(F)cc(F)cc1Br | 4 | -8 | -7
CCOC(=O)c1c(C)c(C(=O)CN(C(=O)c2ccccc2OC)C2CC2)c(C)n1C | 5 | -5 | -3
CCSCCn1cnc(-c2ccccc2)c1-c1ccc(CO)o1 | 5 | -6 | .
O=C(CCc1ccco1)NCc1cccnc1-n1cnc2ccccc21 | 16 | -5 | .
CCCc1noc(CCC(=O)NC2CCN(C(=O)c3ccoc3)CC2)n1 | 11 | -10 | -16
Cc1ccc(CNC(=O)c2cccc(C#N)c2)n1C | 1 | -10 | .
Cc1nonc1CN(C)C(=O)CC1c2ccccc2CCc2ccccc21 | 6 | -3 | .

Going on with the list.
mol | NPYLR7 ag | hcGAS lum | mcGAS lum
CC(C)N(Cc1cn(C)nc1-c1ccc(Oc2ccccc2)cc1)Cc1nccn1C | 2 | -2 | -6
COc1cc(Cl)c(C(=O)N2CCOC(Cc3ccccc3)C2)cc1OC (stereo unspecified) | 27 | -7 | .
Cc1cnn(CCC(=O)N2CCCC(c3cc(C)[nH]n3)C2)c1 (stereo unspecified) | 11 | -7 | -6
c1ccc2c(c1)SCC/C2=N\Nc1ccc2ccccc2n1 | 3 | -5 | -10
N#CCSc1nc2c(c(C3CC=CCC3)c1C#N)CCC2 (stereo unspecified) | -1 | 6 | 1
CC(c1ccccc1)N(Cc1nc(C(=O)N2CCOCC2)co1)Cc1ccccc1C(F)(F)F (stereo unspecified) | -2 | 0 | 0
O=C(NCCOc1ccc(-c2cccs2)nn1)C1c2ccccc2Oc2ccccc21 | -5 | -9 | -7
Cc1nn(CC(=O)N(C)C(C)Cc2ccccn2)cc1Cl (stereo unspecified) | 3 | -1 | .
O=C(NC(c1ccc(F)cc1)c1cccs1)C1CCN(S(=O)(=O)c2ccc(F)c(F)c2)CC1 (stereo unspecified) | 2 | -7 | -8
COc1ccccc1C(=O)N(CCN(C)C)Cc1c(-c2ccccc2)noc1N1CCc2ccccc2C1 | 8 | -5 | -5
Cc1cccc(NC(=O)CCC2CCN(C(=O)C[n+]3cc(=O)o[nH]3)CC2)c1 | 9 | -6 | .
CC(C)COC(C)c1noc(CN2CCOC3CCCCC32)n1 (stereo unspecified) | 0 | -12 | .
O=C(O)[C@@H]1CCCN1C(=O)C12CC3CC(CC(C3)C1)C2 | -8 | -2 | .
C/C(C=C1SC(=S)N(NC(=O)c2ccc(F)cc2)C1=O)=C/c1ccccc1 | -3 | -1 | 1
O=S(=O)(c1ccc(C2=CSC3=NCCCN23)cc1)N1CCCCC1 | 9 | -7 | .

Entries of single compounds, quoted from the list. Values in the order: NPYLR7 ag, hcGAS lum, mcGAS lum
Cc1cnn(CCC(=O)N2CCCC(c3cc(C)[nH]n3)C2)c1 (stereo unspecified) reads 11, -7, -6
CC(c1ccccc1)N(Cc1nc(C(=O)N2CCOCC2)co1)Cc1ccccc1C(F)(F)F (stereo unspecified) reads -2, 0, 0
C/C(C=C1SC(=S)N(NC(=O)c2ccc(F)cc2)C1=O)=C/c1ccccc1 reads -3, -1, 1
O=S(=O)(c1ccc(C2=CSC3=NCCCN23)cc1)N1CCCCC1 reads 9, -7, .
Cc1cccc(NC(=O)CCC2CCN(C(=O)C[n+]3cc(=O)o[nH]3)CC2)c1 reads 9, -6, .

The main list resumes with the two entries that preceded the break.
mol | NPYLR7 ag | hcGAS lum | mcGAS lum
C/C(C=C1SC(=S)N(NC(=O)c2ccc(F)cc2)C1=O)=C/c1ccccc1 | -3 | -1 | 1
O=S(=O)(c1ccc(C2=CSC3=NCCCN23)cc1)N1CCCCC1 | 9 | -7 | .
Cc1ncc2c(c1CNC(=O)c1cccs1)CCN(C(=O)c1c(-c3ccccc3)noc1C)C2 | 6 | -10 | -12
O=C(CCC1CCCN(Cc2cccc3cnccc23)C1)NCc1ccc(F)c(F)c1 (stereo unspecified) | 1 | -7 | -11
CC1(C)C2CCC1(C)C(NC(=O)Cn1cnc3sc4c(c3c1=O)CCSC4)C2 (stereo unspecified) | 9 | -1 | -2
Nc1ncccc1CN1CCN(C(c2ccccc2)c2ccccc2)CC1 | 17 | -4 | -13
COc1cc(OC)cc(C2=NC(=Cc3cccc(OC)c3OC)C(=O)O2)c1 | -4 | -6 | -7
COCC(=O)N(Cc1ccc(F)cc1)Cc1cc(N)ccc1N(C)C | -3 | -1 | -3
CCn1ccc(C(=O)N(CCN2CCOCC2)c2nc3c(OC)ccc(OC)c3s2)n1 | 3 | 8 | .
CC1CC1C(=O)Nc1nnc(SCc2ccccc2F)s1 (stereo unspecified) | 2 | -5 | -6
Cc1cc(C(=O)OCc2cc(=O)n3cc(Br)ccc3n2)on1 | 6 | -5 | -7
COc1ccc(C(=O)N2CCN(Cc3cc(=O)c(OCc4ccc(SC)cc4)co3)CC2)cc1OC | 34 | -8 | -6
CC12CC3CC(C1)CC(C(=O)CBr)(C3)C2 | . | -15 | -2
CN(C)c1ncccc1Cn1c(=O)[nH]c2ccccc2c1=O | 0 | 0 | -3
Cc1ccsc1CN(Cc1nccn1C)C1CCCC1 | 13 | -9 | .
CSc1ncc(CN2CCCC(CCC(=O)N3CCN(C)CC3)C2)cn1 (stereo unspecified) | 3 | -1 | .
CCc1cnc2c(c1OC)c(=O)n(CC(=O)N1CCOCC1)c(=O)n2C | 2 | -6 | -9
O=C(Cn1nnn(-c2cccs2)c1=O)Nc1ccc2c(c1)OCCO2 | 2 | -5 | -10
Cc1nc(CNC(=O)CC2C(=O)NCCN2Cc2cccc(F)c2F)cs1 (stereo unspecified) | -7 | -1 | .
CCCN1CCC(CNC(=O)C2(c3cc(C)cc(C)c3)CC2)C1 (stereo unspecified) | -1 | 1 | .
O=S1OC(c2ccccc2)(c2ccccc2)c2ccccc21 (stereo unspecified) | 3 | -2 | .
COc1ccc(CNC(=O)CCC2CCCN(Cc3ccc(C)s3)C2)c(OC)c1 (stereo unspecified) | 6 | -11 | .
COc1ccc(S(=O)(=O)Nc2ccc(-c3ccc(N4CCC(C)CC4)nn3)cc2)cc1 | -1 | -7 | -8
COC(=O)[C@@H]1C[C@@H](N(C)C)CN1S(=O)(=O)c1cc(C)sc1C | -2 | -4 | .
CC1CCC2(CC1)NC(=O)N(NC(=O)CSc1nnc(C3CC3)n1C)C2=O (stereo unspecified) | 3 | -3 | .
COCCCN(CC(=O)N(Cc1ccc(F)cc1)Cc1ccc(C)s1)C(=O)C1CCCC1 | 2 | 5 | 3
CC(C(=O)N1CCCCCC1)N1CCCC(C(=O)Nc2ccccc2)C1 (stereo unspecified) | 2 | -14 | .
CCC1CN(C(=O)NCCCCn2c(C)cccc2=O)CC(C)O1 (stereo unspecified) | 9 | -7 | .
Cc1nc2ccc(S(=O)(=O)NCCn3nc(-c4ccncc4)ccc3=O)cc2s1 | 11 | -6 | .
CN1CCN(CCCNC(=O)c2ccc(C3CCCO3)s2)CC1 (stereo unspecified) | . | -9 | -5
Cc1ccc(NC(=O)CC(=O)NCCCn2ccnc2)cc1Cl | -5 | -3 | 1
CCN(Cc1ccc2c(c1)OCCO2)C(=O)Nc1ccc(Cl)c(Cl)c1 | 4 | -3 | -7
C[C@]12CCC3c4ccc(OS(=O)(=O)O)cc4CCC3C1CC[C@H]2O (stereo partly specified) | -9 | -1 | 2
CC(=O)c1ccc(NC(=O)N2C[C@@H]3C[C@H](C2)c2ccc(NC(=O)c4ccncc4)c(=O)n2C3)cc1 | -7 | 0 | -3

Screens: PubChem BioAssay, Fisher Drug Discovery Resource Center
